# CHOP inhibitor – CHOP inhibition in unfolded protein response | CHO-K1 CHOP-promoter luciferase, tunicamycin-induced, 15-18 h | inhibition, % at 10 µM | 3.8% of 220,000 active;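 active = compounds that reduced the stress-induced luciferase reporter signal by more than about 70% of percent inhibition, limit read from the data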;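 note: 0% = tunicamycin plus vehicle and 100% = wells without tunicamycin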
# Runt-SMMHC FRET – Runt domain-CBFb-SMMHC interaction inhibition; 0.74% of 220,000 active; Q01196+Q13951; AID 1434; Cerulean-Runt/Venus-CBFb-SMMHC FRET ratio 530/480, 1 h; inhibition, % at 20 µM;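 active = mean inhibition across duplicate retests at 20 µM reaching about 50%, limit read from the data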;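 note: 0% = DMSO wells and 100% = wells with excess untagged CBFb-SMMHC; inhibitors lower the FRET ratio by blocking Runt binding to CBFb-SMMHC; some results filed as inactive read as strong as hits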
# Target sequence (Q01196 whole entry, looked up, the tested form may be a part): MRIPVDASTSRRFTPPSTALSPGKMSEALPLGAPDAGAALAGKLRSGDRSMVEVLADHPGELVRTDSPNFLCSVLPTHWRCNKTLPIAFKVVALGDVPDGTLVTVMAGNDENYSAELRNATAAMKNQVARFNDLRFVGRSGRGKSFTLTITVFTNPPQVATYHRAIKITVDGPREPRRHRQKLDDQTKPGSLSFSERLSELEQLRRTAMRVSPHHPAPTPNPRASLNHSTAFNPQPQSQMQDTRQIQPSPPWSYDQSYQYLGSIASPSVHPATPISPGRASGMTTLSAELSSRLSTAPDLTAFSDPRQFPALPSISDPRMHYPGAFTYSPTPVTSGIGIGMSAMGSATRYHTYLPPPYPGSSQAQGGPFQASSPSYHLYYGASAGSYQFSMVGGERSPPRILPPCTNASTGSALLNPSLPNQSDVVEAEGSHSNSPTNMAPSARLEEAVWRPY
# Target sequence (Q13951 whole entry, looked up, the tested form may be a part): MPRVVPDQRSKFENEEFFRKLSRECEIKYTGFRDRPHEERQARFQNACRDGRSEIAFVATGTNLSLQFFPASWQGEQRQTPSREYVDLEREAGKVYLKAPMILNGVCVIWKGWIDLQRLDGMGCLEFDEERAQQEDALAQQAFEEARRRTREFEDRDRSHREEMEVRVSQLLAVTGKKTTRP
# Mdm2 ligase inh – inhibitors of human Mdm2 E3 ubiquitin ligase; 0.11% of 210,000 active; signal enhancement, % at 5 µM; cell-based MDM2 ubiquitination luciferase reporter, 2 h; 0 = plate control, 100 = twice control, blank-subtracted; AID 1230;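 active = signal enhancement of 30% or more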;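 note: luminescence tracks abundance of the self-degrading MDM2-luciferase fusion protein; higher signal means inhibition of MDM2 E3 ligase activity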
#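 Assay system: mammalian cells stably expressing self-ubiquitinating, self-degrading MDM2 E3–luciferase fusion. Quantity: 2000 cells in each well. Medium: DMEM culture medium. Compound dosing: single-point 5 µM. Timing: cell settling 4 h, compound treatment 2 h, both 37 °C. Technique: luciferase luminescence. Read-out basis: percent signal gain over controls, blank-subtracted. Benchmarks: plate controls and plate blanks.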
# p47phox inh – p47phox (human) inhibition | inhibition, % at 24.7 µM | 0.53% of 220,000 active | p47phox/p22phox peptide binding, fluorescence polarization, 2 h | AID 1274 | P14598;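 active = inhibition above about 30%, limit read from the data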;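 note: 0% = p47phox with labelled peptide and 100% = labelled peptide alone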
# Target sequence (P14598 whole entry, looked up): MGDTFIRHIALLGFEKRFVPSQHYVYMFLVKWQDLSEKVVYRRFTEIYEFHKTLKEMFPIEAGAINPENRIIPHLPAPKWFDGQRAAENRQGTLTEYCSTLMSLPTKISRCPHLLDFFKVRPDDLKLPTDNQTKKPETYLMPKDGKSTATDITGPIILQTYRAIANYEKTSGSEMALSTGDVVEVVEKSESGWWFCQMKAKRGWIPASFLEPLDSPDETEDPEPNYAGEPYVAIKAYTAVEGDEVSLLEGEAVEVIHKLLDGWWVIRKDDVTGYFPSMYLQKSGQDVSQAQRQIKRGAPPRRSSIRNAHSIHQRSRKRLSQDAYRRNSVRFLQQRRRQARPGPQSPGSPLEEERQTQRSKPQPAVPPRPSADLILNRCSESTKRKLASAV
# TRPML3 ag – agonists of human TRPML3 channel; Q8TDD5; HEK293 TRPML3-YFP, Fluo-8 calcium fluorescence; 100% = the carbachol control signal; activation, % at 3 µM; 0.29% of 220,000 active; AID 1448;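 active = activation above its plate's cutoff, the mean activation of the plate's test wells plus 3 SD, cut at about 12% in these data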;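 note: 0% = DMSO only wells and 100% = carbachol wells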
#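 Test system – HEK293 line with stable expression of human TRPML3-YFP channel · Control set – carbachol 87 µM final as high control (100%), DMSO as low control (0%) · Signal – Fluo-8 calcium dye fluorescence, ex 470-495, em 515-575 nm · Incubation – 1-h 37 °C dye load, 5-s basal, 120-s post-compound reads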
# zfTRPN1 agonist – zebrafish TRPN1 (NompC) channel agonism | 0.18% of 220,000 active | activation, % at 3 µM | HEK293 zebrafish TRPN1-YFP, Fluo-8 calcium fluorescence; 100% = response to 87 µM carbachol;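 active = activation above its plate's cutoff, the mean activation of test wells on that plate plus 3 SD, cut at about 19% in these data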;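 note: 0% = DMSO alone and 100% = 87 µM carbachol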
#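 Material: zebrafish TRPN1-YFP in HEK293 cells; Doses: single test compound dose, 3 µM nominal, 0.3% DMSO; Timing: dye loading 1 h at 37 °C, then 30 min room temperature; Technique: intracellular calcium fluorescence with Fluo-8; Benchmarks: high carbachol 87 µM, low DMSO alone.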
# EBV gp42 block – EBV gp42 inhibition; Fluorescence polarization binding assay, mP read-out; Q1HVG2; 0.42% of 220,000 active; inhibition, % (tested at 21.74 µM); in the data active = inhibition above about 50%
# PPC-1+TRAIL kill – PPC-1 cancer cell killing with TRAIL present | cell killing (% activity), % at 4 µM | PPC-1 cells + TRAIL, ATPLite viability luminescence | 0.41% of 220,000 active | AID 1443;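 active = cell killing above 50% in the first pass at 4 µM, then a duplicate retest at 5 µM averaging 50% or more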;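 note: plate controls were cells with TRAIL plus DMSO for no effect and medium-only wells lacking cells for full effect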
# TNF death inh – inhibitors of TNF-alpha induced necroptosis in Jurkat FADD-/- cells. Jurkat FADD-/- TNF necroptosis rescue, ATP luminescence, 24 h; 0 = TNF only, 100 = no-TNF cells. activation (protection from cell death), % at 10 µM. 0.068% of 220,000 active;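 active = activation, meaning protection from cell death, of at least 50% relative to plate controls; inactive = activation below 50%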;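 note: necroptosis triggered by 40 ng/mL TNF-alpha added together with compound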
# * = called active by the depositor; / = not tested or not shown.
SMILES,CHOP inhibitor,Runt-SMMHC FRET,Mdm2 ligase inh,p47phox inh,TRPML3 ag,zfTRPN1 agonist,EBV gp42 block,PPC-1+TRAIL kill,TNF death inh
S=C(Nc1ccccc1)N1CCCCCCC1,3,0,3,6,0.7,0.5,-9,2,0.3
S=C(NCCc1ccc(Cl)cc1)NCc1ccco1,1,2,-15,-7,-0.7,-1.6,-3,0,-2.6
C=CCC1CCCCC12NC(=O)NC2=O (configuration not stated),11,-7,-14,-4,0.6,0.9,-2,29,1.1
Cc1ccc(C(=O)c2cc([N+](=O)[O-])ccc2N2CCOCC2)c(C)c1,-3,-1,-4,-4,-1.2,-1.7,5,-18,-18
Cc1ccc(S(=O)(=O)NC(C(=O)Oc2ccc3ccc(=O)oc3c2)c2ccccc2)cc1 (configuration not stated),22,160*,0,3,0.4,-0.4,-16,13,1.2
O=C1c2ccccc2C(=O)N1CCCCN(C(=O)c1ccco1)c1ccc(Cl)cc1,60,-2,-12,-29,-1.4,-2.0,-6,26,-1.6
OCCC1CN(Cc2ccc3nsnc3c2)CCN1C1CCCC1 (configuration not stated),23,4,-4,-6,1.2,0.1,-4,22,0.3
CC(C)(C)NC(=O)C(c1ccccc1)N(C(=O)c1csnn1)C1CC1 (configuration not stated),19,3,-2,-2,0.3,-0.2,-9,0,0.9
Cc1ccnc(NC(c2ccsc2)c2ccc3ccc(C)nc3c2O)c1 (configuration not stated),-82,6,-1,-43,0.4,1.4,3,24,0.2
Cc1sc2c(=O)n3c(nc2c1C(=O)NCCCN1CCOCC1)CCCCC3,-1,-5,-16,-6,0.3,0.6,-22,10,-2.9
CCn1c(CNC(=O)c2ccccc2F)nnc1SCc1nc2ccccc2c(=O)[nH]1,-6,-1,-7,-3,1.0,0.1,-3,10,1.0
Cc1cc(C)c2c(c1)/C(=N/NC(=S)Nc1ccc(F)cc1)CCC2,47,2,-5,0,0.7,-1.4,-6,-1,-1.9
CC1(C)SC2C(NC(=O)COc3ccccc3)C(=O)N2C1C(=O)O (configuration not stated),-16,0,-6,-2,0.4,0.6,-6,-13,0.0
COc1ccc(-c2cc(C(F)(F)F)nc(SCCC(=O)NCc3ccccc3)n2)cc1,18,-2,-12,-9,0.5,-0.9,-8,-5,1.2
O=C(N/N=C/c1ccc(C(F)(F)F)cc1)c1ccc(O)cc1,12,0,-8,-1,-0.6,-0.5,6,26,-2.4
CCCCC(=O)Nc1ccc(C(=O)Nc2ccc(S(=O)(=O)Nc3nccc(C)n3)cc2)cc1,8,0,-6,-1,0.1,-0.1,-4,2,2.0
CS(=O)(=O)n1nc(-c2ccco2)nc1N,42,-1,-8,0,0.6,0.3,-4,21,0.0
CCCSc1nc2c(c(=O)[nH]c(=O)n2C)n1CC(O)COc1ccccc1 (configuration not stated),1,4,-4,-6,0.1,-0.2,-17,14,-3.6
COc1ccc(Cl)cc1NC(=S)Nc1ccccc1F,6,-6,-9,-4,0.9,0.1,-24,16,-1.0
CCOC(=O)N1CCC(N2Cc3cccc(C(=O)N4CCN(C5CCCCC5)CC4)c3C2=O)CC1,23,2,-21,2,-0.3,0.6,-22,23,-0.3
N=c1c2c(-c3ccccc3)c(-c3ccccc3)n(Cc3ccccc3)c2ncn1CCO,8,-6,-9,-12,-0.6,-0.4,-4,26,-7.9
c1ccc(COC2CCCN(Cc3nc(-c4cnccn4)no3)C2)nc1 (configuration not stated),7,-8,-3,-5,1.1,-0.3,-8,2,0.2
OCCC1CN(Cc2cnc(N3CCOCC3)s2)CCN1C1CCCC1 (configuration not stated),-9,-7,9,1,0.9,-0.7,-1,7,-0.2
CCOC(=O)CN1NC2(CCCCC2)NC1=S,0,47,-3,-5,-0.5,1.1,-5,12,1.0
CC(=O)NC1C(c2nc3ccccc3s2)=C(c2ccccc2)C(=O)N1c1ccc(C)cc1 (configuration not stated),2,-1,-11,-18,-0.6,-0.9,-26,-3,-2.4
CCc1cc2c3c(c1)C(C)CC(C)(C)N3C(=O)C2=O (configuration not stated),17,-3,/,-11,-1.3,-3.0,2,9,-3.0
O=C(O)C1CCCCC1C(=O)Nc1ccccc1F (configuration not stated),1,1,6,0,0.0,0.1,-13,-10,0.3
Cc1cc(Nc2ccccc2)nc(N2CCOCC2)n1,20,3,-8,-2,0.3,0.4,3,12,0.9
COc1ccc(-c2nc(-c3ccncc3)no2)cc1OC,-16,2,-17,-27,0.5,0.1,-11,7,-0.7
O=S(=O)(c1ccccc1)n1ccc2cccnc21,2,5,-12,-9,-1.0,-0.5,-5,11,-0.4
COCCCNC(=O)C1CC(=O)OC1c1ccc(OC)c(OC)c1 (configuration not stated),8,-2,-20,-8,0.5,1.3,3,8,0.8
C1COCCNCCOCCOCCN1,-12,1,-8,-8,1.4,-0.2,-5,-6,-0.4
Cc1nnc(N/N=C/c2c(O)n(-c3cccc(C(F)(F)F)c3)c(=O)c3ccccc23)[nH]c1=O,19,-45,-6,-46,0.2,-0.9,-28,9,-0.9
COCCOC(=O)C1=C(C)NC2=C(C(=O)CC(C)(C)C2)C1c1ccc2c(c1)OCO2 (configuration not stated),10,7,-12,0,0.7,0.2,-1,0,1.6
CC(=O)Nc1ccc(NC(=O)C2CC(=O)N(c3cccc(Cl)c3)C2)cc1 (configuration not stated),8,0,-14,-1,-0.9,2.3,-3,10,0.7
O=C(Nn1cnnc1)c1cc(-c2ccccn2)nc2ccccc12,28,-1,-11,-8,0.5,-0.1,-9,4,0.9

# Gathered by group, those above with a thiophene ring, fused or not.
SMILES,CHOP inhibitor,Runt-SMMHC FRET,Mdm2 ligase inh,p47phox inh,TRPML3 ag,zfTRPN1 agonist,EBV gp42 block,PPC-1+TRAIL kill,TNF death inh
Cc1ccnc(NC(c2ccsc2)c2ccc3ccc(C)nc3c2O)c1 (configuration not stated),-82,6,-1,-43,0.4,1.4,3,24,0.2
Cc1sc2c(=O)n3c(nc2c1C(=O)NCCCN1CCOCC1)CCCCC3,-1,-5,-16,-6,0.3,0.6,-22,10,-2.9

# Continued.
SMILES,CHOP inhibitor,Runt-SMMHC FRET,Mdm2 ligase inh,p47phox inh,TRPML3 ag,zfTRPN1 agonist,EBV gp42 block,PPC-1+TRAIL kill,TNF death inh
C=CCOc1ccccc1CNc1ccccc1C,70*,2,7,1,0.0,-0.6,-3,13,0.7
CC(=O)c1cccc(NC(=O)N2CCCC2C(=O)NC2CCCCC2)c1 (configuration not stated),-9,4,-13,-11,-0.9,-0.6,-31,16,0.8
CCCCCn1c(CNC(=O)CC)nc2ccccc21,22,1,-14,11,-0.3,-0.2,-6,27,3.0
CCN(Cc1ccccc1)S(=O)(=O)c1ccc(S(=O)(=O)N2CCN(C)CC2)cc1,31,4,-7,-2,0.8,-0.1,0,-8,0.1
N#CC(c1nc2ccccc2nc1N1CCCC1)S(=O)(=O)c1ccccc1 (configuration not stated),-126,-108,-25,3,1.1,2.9,102*,10,-0.3
CCc1cc(=O)oc2cc(C)cc(O)c12,9,-15,-6,-16,1.2,5.5,-7,7,-0.4
CN(C(=O)c1ccc(OC2CCN(S(=O)(=O)N(C)C)CC2)cc1)C1CCCCC1,5,3,-5,6,0.9,0.8,-3,4,0.5
Cc1cc(S(=O)(=O)NCC(C)C)ccc1OCC(=O)NCC1CCCO1 (configuration not stated),27,0,-8,-5,0.2,-0.9,1,13,1.3
COc1ccc(NC(=O)C(=O)N/N=C(\C)CC(=O)Nc2ccccn2)c(OC)c1,17,3,-14,-4,0.0,0.1,3,13,0.5
O=C(C1=C[C@H](c2ccccc2)C[C@H](OCCCCO)O1)N1CCOCC1,15,-2,/,/,0.7,0.7,-5,2,0.8
N#CC1=C(N)OC2=C(C(=O)CCC2)C1c1cccs1 (configuration not stated),-3,1,-6,-8,-1.4,0.2,-10,7,-4.0
CC(C)(C)NC(=O)c1ccc2c(c1)CCO2,4,-2,-14,-8,0.9,1.6,-9,10,-0.3
CC(=O)N/C(=C\c1ccc2c(c1)OCO2)C(=O)NC(C(=O)O)c1ccccc1 (configuration not stated),25,0,-5,-3,0.1,-0.4,-10,15,1.5
CCc1ccc(C(=O)N2CCCC2)s1,7,-2,2,-8,0.0,-1.5,1,-16,-0.9
COCCNc1ncnc2c1[nH]c1ccccc12,4,0,-4,-3,1.1,1.4,-20,15,-0.4
COc1cccc(CC2(CO)CCN(Cc3cccn3-c3cccnc3)CC2)c1,16,-1,6,2,0.7,0.6,-10,2,1.6
O=S(=O)(Cc1ccc(Cl)cc1)Nc1ccc(Cl)cn1,-22,1,-5,-4,-0.1,0.1,-18,-15,1.4
CC1=C(C#N)c2nc(N)c(C#N)c(C)c2/C1=C\c1ccc(OCC(=O)O)c(Cl)c1,-7,-21,2,-19,0.9,-0.1,11,0,-5.1
C/C(=N\NC(=O)c1cccnc1)c1cc(C)oc1C,-1,2,-21,-6,0.9,-0.1,-19,24,0.0
Cc1cc(C)nc(NC(=O)CSc2ccccn2)n1,5,-1,-13,-2,1.2,1.3,-22,10,0.5
CCc1ccc(OCCCC(=O)Nc2ccc(S(N)(=O)=O)cc2)cc1,37,2,-27,-18,-0.5,1.2,8,17,2.0
CCc1nc(N2CCN(C(=O)c3ccccc3)CC2)c(C#N)c2c1COC(C)(C)C2,/,-1,-22,/,-0.4,-1.2,/,9,-2.6
COc1ccc(NC(=O)C(C)N2c3cccc4cccc(c34)S2(=O)=O)cc1OC (configuration not stated),39,1,-6,2,-0.4,0.9,-12,7,-7.9
O=C(c1ccc2c(c1)OCO2)N(CC1CCCO1)C1(C(=O)NC2CCCC2)CCCCC1 (configuration not stated),2,-10,-1,5,0.2,-2.1,-5,3,1.1
Cc1cc(CNC(=O)C(C)Cc2ccccc2)nn1C (configuration not stated),7,1,/,7,0.4,0.9,2,-1,1.7
N#CCSc1nc2[nH]ncc2c(=O)n1-c1ccccc1Br,12,1,9,-6,0.0,4.6,-13,/,-1.9

# As entered above:
# COCCNc1ncnc2c1[nH]c1ccccc12 in PPC-1+TRAIL kill is listed with 15
# CCc1ccc(OCCCC(=O)Nc2ccc(S(N)(=O)=O)cc2)cc1 in EBV gp42 block is listed with 8
# CC1=C(C#N)c2nc(N)c(C#N)c(C)c2/C1=C\c1ccc(OCC(=O)O)c(Cl)c1 in Mdm2 ligase inh is listed with 2
# CC(=O)N/C(=C\c1ccc2c(c1)OCO2)C(=O)NC(C(=O)O)c1ccccc1 (configuration not stated) in TRPML3 ag is listed with 0.1
# Cc1cc(CNC(=O)C(C)Cc2ccccc2)nn1C (configuration not stated) in TRPML3 ag is listed with 0.4
# O=S(=O)(Cc1ccc(Cl)cc1)Nc1ccc(Cl)cn1 in Runt-SMMHC FRET is listed with 1
# CCc1nc(N2CCN(C(=O)c3ccccc3)CC2)c(C#N)c2c1COC(C)(C)C2 in Runt-SMMHC FRET is listed with -1
